Screening results: PubChem, The Scripps Research Institute Molecular Screening Center
TAAR1 ag: human TAAR1 agonism. Q96RJ0. 360,000 compounds, 0.99% hits. CHO RD-HGA16 TAAR1, Fluo-8 calcium fluorescence; vehicle wells 0%, saturating PEA agonist 100%. activation, % at 3 µM;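 active = activation above the mean activation of all test compounds in the run plus 3 SD, cut at about 38% in these data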
Target sequence (Q96RJ0 whole entry, looked up): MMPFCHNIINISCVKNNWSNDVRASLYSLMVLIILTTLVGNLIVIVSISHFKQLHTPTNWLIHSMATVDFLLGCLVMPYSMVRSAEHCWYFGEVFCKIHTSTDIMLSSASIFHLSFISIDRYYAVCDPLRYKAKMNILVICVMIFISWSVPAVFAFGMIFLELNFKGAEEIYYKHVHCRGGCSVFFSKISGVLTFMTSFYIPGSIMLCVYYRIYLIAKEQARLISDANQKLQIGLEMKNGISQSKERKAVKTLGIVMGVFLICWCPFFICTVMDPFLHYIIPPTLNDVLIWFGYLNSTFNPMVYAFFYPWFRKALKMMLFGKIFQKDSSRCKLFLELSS
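System: CHO-derived RD-HGA16 cells with stable Gα16 and human TAAR1 / Times: 17-24 h plating, Fluo-8 75 min 37 °C, 30 min RT / Technique: calcium-sensitive Fluo-8 signal, excitation 470-495, emission 515-575 nm / Measure: % activation relative to PEA EC100 response / Benchmarks: DMSO and PEA EC100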
CHO parental Ca: signal in parental CHO cells, OX1R antagonist counter-screen. 330,000 compounds, 0.63% hits. parental CHO-K1, ATP-induced calcium, Fluo-8 fluorescence. inhibition, % at 5.6 µM;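 active = inhibition above that plate's mean sample inhibition plus 3 SD, cut at about 26% in these data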;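 also: 0% = ATP-challenged DMSO wells and 100% = DMSO wells without ATP; some compounds past the cut are filed as inactive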
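Assay system: untransfected parental CHO cell line. Also added: ATP agonist challenge. Dosing: one dose, 5.6 µM nominal. Measured by: Fluo-8 fluorescence. Read-out: % inhibition. Benchmarks: ATP wells versus no-ATP DMSO wells. Repeats: no replicates.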
M1 PAM parental: M1 PAM counterscreen hit in parental CHO-K1 cells; ATP EC20, Fluo-8 calcium fluorescence; 0% at ATP EC20, 100% at ATP max; activation, % at 3 µM; 360,000 compounds, 0.02% hits;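 active = activation above the run cutoff, the mean activation of all test compounds plus 3 SD, cut at about 40% in these data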;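 also: peak over basal fluorescence ratio in a 140 s read after ATP addition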
CHRM1 PAM: human CHRM1 positive allosteric modulation. P11229. CHO-K1 hM1, Fluo-8 calcium fluorescence, ACh EC20; 0% = ACh EC20, 100% = maximal ACh. activation, % at 3 µM. 360,000 compounds, 0.088% hits; in the data active = activation above about 19%, passing the limit was not always enough
Target sequence (P11229 whole entry, looked up): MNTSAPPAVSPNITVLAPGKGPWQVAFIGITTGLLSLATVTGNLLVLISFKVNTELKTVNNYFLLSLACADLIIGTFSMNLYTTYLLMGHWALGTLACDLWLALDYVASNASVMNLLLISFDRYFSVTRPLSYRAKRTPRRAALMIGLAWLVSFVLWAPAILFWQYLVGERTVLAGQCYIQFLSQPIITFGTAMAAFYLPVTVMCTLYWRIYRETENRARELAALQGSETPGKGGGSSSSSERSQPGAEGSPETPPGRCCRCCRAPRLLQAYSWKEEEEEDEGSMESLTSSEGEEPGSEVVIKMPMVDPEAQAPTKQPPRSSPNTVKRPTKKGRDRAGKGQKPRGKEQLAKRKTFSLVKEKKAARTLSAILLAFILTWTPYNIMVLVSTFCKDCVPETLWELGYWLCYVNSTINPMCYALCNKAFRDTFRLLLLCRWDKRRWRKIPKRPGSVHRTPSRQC
CHO-K1 Ca ag: nonselective activator or artifact in parental CHO-K1 cells. Fluo-8 calcium fluorescence; scaled to maximal ATP response, vehicle zero. activation, % at 3 µM. 360,000 compounds, 0.48% hits. AID 602248; in the data active = activation above about 15%;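 also: untransfected CHO-K1 host cells lacking M1 receptor as counterscreen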
TAAR1 antag: antagonists of human TAAR1; CHO RD-HGA16 TAAR1, Fluo-8 calcium fluorescence, antagonist; inhibition, % at 3 µM; 360,000 compounds, 1.5% hits;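 active = inhibition above a per-plate cutoff, the mean inhibition of test compounds on that plate plus 3 SD, cut at about 49% in these data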;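 also: 0% = DMSO plus EC80 beta-PEA response and 100% = DMSO alone without agonist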
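Assay system: RD-HGA16 CHO cells with stable hTAAR1 and Gα16 / Reagent: EC80 β-phenethylamine stimulus / Doses: 3 µM, single point / Timing: dye loading 75 min at 37 °C, then 30 min room temperature / Measured by: Fluo-8 intracellular calcium dye fluorescence, real-time kinetic reads / Controls: vehicle wells and EC80 agonist wells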
CHO-K1 Ca antag: nonselective inhibitor or artifact in parental CHO-K1 cells; ATP-induced calcium, Fluo-8 fluorescence; inhibition, % at 3 µM; 360,000 compounds, 0.6% hits;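 active = inhibition above a per-plate cutoff, the plate's mean sample inhibition plus 3 SD, cut at about 24% in these data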;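 also: 0% = DMSO plus EC80 ATP and 100% = DMSO alone without ATP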
M1 ag: agonists of human M1 muscarinic receptor. P11229. CHO-K1 hM1, Fluo-8 calcium fluorescence, agonist mode; 0% DMSO, 100% acetylcholine EC100. activation, % at 3 µM. 360,000 compounds, 0.33% hits. AID 588814;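 active = activation above the run's mean compound activation plus 3 SD, cut at about 16% in these data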;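 also: peak over basal fluorescence ratio within a 140 s kinetic read after compound addition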
M1 antag: antagonists of human M1 muscarinic receptor. CHO-K1 hM1, Fluo-8 calcium fluorescence, ACh EC80 antagonist. inhibition, % at 3 µM. 360,000 compounds, 1.3% hits. P11229;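 active = percent inhibition above its own plate's cutoff, namely the mean of that plate's compound wells plus 3 SD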;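 also: peak over basal fluorescence ratio during 140 s after agonist addition; 0% = ACh EC80 plus DMSO and 100% = DMSO alone without agonist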
* marks the source's active call; other numbers are inactive results; . = no result given.

cpd	smiles	TAAR1 ag	CHO parental Ca	M1 PAM parental	CHRM1 PAM	CHO-K1 Ca ag
1	Cc1csc(SC(C)C(=O)Nc2ccccc2C)n1 (stereo not given)	2	-4	15	9	0.1
2	COCCCNCC(O)C(F)(F)F (stereo not given)	3	-9	7	3	0.3
3	COc1ccc(CCNC(=O)c2nonc2N)cc1	0	-5	-8	10	0.2
4	CC1(C(=O)NS(=O)(=O)c2cccc(Cl)c2)CCN1C(=O)Cc1ccc(-c2ccccc2)cc1 (stereo not given)	2	.	12	1	0.9
5	CN(/N=C/c1ccco1)C1=NS(=O)(=O)c2ccccc21	2	-9	16	12	0.2
6	O=C(/C=C/c1ccccc1)OCc1cncs1	1	3	24	1	1.9
7	Cn1c(SCc2ccc(Br)cc2)nnc1-c1cccs1	12	-13	17	-3	0.6
8	CC(C)(C)NC(=O)NC(=O)COc1ccccn1	5	-4	7	3	0.3
9	COc1ccccc1N(CC(=O)Nc1ccc(Br)cc1F)S(=O)(=O)c1cccs1	4	.	-5	0	-0.4
10	CC(C)N(C(=O)[C@H]1C[C@H](CC(=O)NCCc2ccccn2)C(=O)N2CCc3c([nH]c4cc(-c5ccco5)ccc34)[C@]12C)C(C)C	6	-23	11	8	-0.3

cpd	TAAR1 antag	CHO-K1 Ca antag	M1 ag	M1 antag
1	-8	-20	-6	-9
2	-8	-10	-2	-2
3	11	18	-2	7
4	-31	-5	-4	-4
5	9	-6	-8	-11
6	11	-10	-4	-1
7	-18	6	-6	7
8	3	-3	-2	-12
9	-5	-5	-5	3
10	-27	-3	2	-18

The list goes on:
cpd	smiles	TAAR1 ag	CHO parental Ca	M1 PAM parental	CHRM1 PAM	CHO-K1 Ca ag
11	CCOC(=O)C1=C(C)N(CC(C)C)C(=O)/C1=C\c1cccs1	5	-25	-4	10	0.2
12	CCOC(=O)c1cc(=O)c2ccc(OCC(=O)Nc3ccc(F)cc3)cc2o1	10	-3	10	9	25*
13	COc1cc(C(C)=O)ccc1OCC(=O)NCC1(N2CCCCC2)CCCCC1	12	-20	-4	-7	-0.3
14	CCCc1c(C)c2ccc(OCC(C)=O)cc2oc1=O	5	-18	0	2	0.2
15	CCC(C)n1c(SCC(=O)NC2CC2)nc2ccccc2c1=O (stereo not given)	1	.	11	7	1.5
16	COCc1cc(=O)n2[nH]c(C)c(-c3ccc(Cl)cc3)c2n1	-3	.	16	4	-0.4
17	CCn1c(SCC(=O)NCCOc2ccccc2)nc2ccccc2c1=O	5	-22	18	1	2.9
18	CN(CCOc1ccc(Br)cc1)CC(=O)Nc1cccc(S(=O)(=O)NC2=NCCC2)c1	4	-11	13	-2	6.3
19	COCC(C)n1c(SCC(=O)NNC(=O)c2ccccc2)nc2ccccc2c1=O (stereo not given)	2	-15	1	1	0.7
20	Cc1ccc(S(=O)(=O)CCN2CCN(c3ccccn3)CC2)cc1	1	-13	14	9	0.7

cpd	TAAR1 antag	CHO-K1 Ca antag	M1 ag	M1 antag
11	-30	-6	1	-10
12	22	-1	10	-8
13	5	-16	-12	13
14	7	-6	-3	-32
15	-24	-5	-7	-14
16	-24	-8	-5	-11
17	-2	-1	-3	-2
18	-30	-11	-4	7
19	3	-1	-6	2
20	-22	1	-6	-11

(listing goes on)
cpd	smiles	TAAR1 ag	CHO parental Ca	M1 PAM parental	CHRM1 PAM	CHO-K1 Ca ag
21	CCc1nnc(NC(=O)CSc2nnnn2-c2cccc(C(C)=O)c2)s1	16	-5	-8	0	-0.5
22	CC(=O)Nc1ccc(-c2ccnc3c2CC(C)(C(=O)NCCC(F)(F)F)O3)cc1 (stereo not given)	1	.	17	-12	0.0
23	Cc1nn(-c2ccccc2)c(N)c1Sc1cccc([N+](=O)[O-])c1	1	-10	6	-7	5.0
24	CCOC(=O)c1sc(=S)[nH]c1C	2	.	24	6	1.5
25	O=C1C(=Cc2ccncc2)CCCc2ccccc21	3	.	15	-3	4.8
26	COc1cc(OC)nc(-n2ncc(Br)c(Br)c2=O)n1	-2	-1	6	-3	0.9
27	Cc1cccc(Nc2nc(N)c([N+](=O)[O-])c(N3CCN(C)CC3)n2)c1	4	-17	5	12	0.9
28	COc1ccc(-c2csc(N(CCCN(C)C)C(=O)c3ccc(C)cc3)n2)cc1	10	0	11	-2	11
29	C/C(=N\NC(=O)COc1ccc(C(C)(C)C)cc1)c1ccc2c(c1)OCCO2	-1	-17	27	2	0.7
30	COc1ccc(CCNC(=O)C/C(C)=N/NC(=O)Cc2cccc3ccccc23)cc1OC	1	-15	-8	15	0.8

cpd	TAAR1 antag	CHO-K1 Ca antag	M1 ag	M1 antag
21	-22	4	-5	0
22	-4	-17	2	19
23	16	1	-9	-2
24	4	-14	-2	-7
25	-15	-2	-2	-2
26	-5	2	0	-1
27	-6	-2	-4	-10
28	-7	2	-5	0
29	5	-16	-9	-10
30	-18	14	1	-10

Further structures follow:
cpd	smiles	TAAR1 ag	CHO parental Ca	M1 PAM parental	CHRM1 PAM	CHO-K1 Ca ag
31	C[C@@H]1CN([C@@H](C)CO)C(=O)CCCn2nncc2CO[C@H]1CN(C)C	0	.	17	6	3.9
32	CC(=O)OCCn1c([N+](=O)[O-])cnc1C=[N+]([O-])C1CCCCC1	0	.	12	4	0.9
33	COC(=O)c1ccc(-n2nnnc2SCC(=O)N2CCCCC2)cc1	6	-6	21	7	0.8
34	COCCCNC(=O)COc1ccc(Cl)c(C)c1	13	8	-3	0	0.7
35	CCOC(=O)N1CCN(c2nc(-c3ccc(OC)cc3)no2)CC1	12	-4	5	1	7.5
36	CN(c1ccccc1C(=O)N1CCOCC1)S(C)(=O)=O	3	6	-7	1	-0.1
37	CC(C)C[C@@H](CNCC(=O)[C@H](CC(=O)O)NC(=O)c1[nH]cnc1C(=O)N[C@H](CN)CC(C)C)NC(=O)c1nc[nH]c1C(=O)N[C@@H](C)C(=O)O	1	.	15	6	0.4
38	O=C(COC(=O)c1cc([N+](=O)[O-])ccc1NCc1ccccc1)NCc1ccccc1Cl	5	-15	-7	8	0.4
39	Cc1nn(-c2ccccc2)c(C)c1/C=N/NC(=O)CSc1nnc(-c2ccccc2)n1-c1ccc(Cl)cc1	1	-25	2	2	-0.2
40	O=C1C(=O)N(CCCO)C(c2ccccc2)/C1=C(\O)c1ccc(Br)cc1 (stereo not given)	2	1	19	10	0.5

cpd	TAAR1 antag	CHO-K1 Ca antag	M1 ag	M1 antag
31	-13	0	-2	-13
32	-11	-12	-3	-6
33	-28	-13	-3	-4
34	-13	4	-1	13
35	9	-23	4	1
36	-20	17	-2	-3
37	-2	-13	-2	-7
38	-15	1	-6	-2
39	-19	2	-7	2
40	-14	-12	-2	-16

From entry 27 to 37, as listed above:
cpd	smiles	TAAR1 ag	CHO parental Ca	M1 PAM parental	CHRM1 PAM	CHO-K1 Ca ag
27	Cc1cccc(Nc2nc(N)c([N+](=O)[O-])c(N3CCN(C)CC3)n2)c1	4	-17	5	12	0.9
28	COc1ccc(-c2csc(N(CCCN(C)C)C(=O)c3ccc(C)cc3)n2)cc1	10	0	11	-2	11
29	C/C(=N\NC(=O)COc1ccc(C(C)(C)C)cc1)c1ccc2c(c1)OCCO2	-1	-17	27	2	0.7
30	COc1ccc(CCNC(=O)C/C(C)=N/NC(=O)Cc2cccc3ccccc23)cc1OC	1	-15	-8	15	0.8
31	C[C@@H]1CN([C@@H](C)CO)C(=O)CCCn2nncc2CO[C@H]1CN(C)C	0	.	17	6	3.9
32	CC(=O)OCCn1c([N+](=O)[O-])cnc1C=[N+]([O-])C1CCCCC1	0	.	12	4	0.9
33	COC(=O)c1ccc(-n2nnnc2SCC(=O)N2CCCCC2)cc1	6	-6	21	7	0.8
34	COCCCNC(=O)COc1ccc(Cl)c(C)c1	13	8	-3	0	0.7
35	CCOC(=O)N1CCN(c2nc(-c3ccc(OC)cc3)no2)CC1	12	-4	5	1	7.5
36	CN(c1ccccc1C(=O)N1CCOCC1)S(C)(=O)=O	3	6	-7	1	-0.1
37	CC(C)C[C@@H](CNCC(=O)[C@H](CC(=O)O)NC(=O)c1[nH]cnc1C(=O)N[C@H](CN)CC(C)C)NC(=O)c1nc[nH]c1C(=O)N[C@@H](C)C(=O)O	1	.	15	6	0.4

cpd	TAAR1 antag	CHO-K1 Ca antag	M1 ag	M1 antag
27	-6	-2	-4	-10
28	-7	2	-5	0
29	5	-16	-9	-10
30	-18	14	1	-10
31	-13	0	-2	-13
32	-11	-12	-3	-6
33	-28	-13	-3	-4
34	-13	4	-1	13
35	9	-23	4	1
36	-20	17	-2	-3
37	-2	-13	-2	-7

Additional compounds
cpd	smiles	TAAR1 ag	CHO parental Ca	M1 PAM parental	CHRM1 PAM	CHO-K1 Ca ag
41	CCCn1c(SCC(=O)Nc2ccc(C)c(S(=O)(=O)N3CCOCC3)c2)n[nH]c1=O	4	-2	4	5	0.0
42	O=C(NCC(c1ccco1)N1CCc2ccccc2C1)c1cccc(Br)c1 (stereo not given)	38*	-26	9	-7	0.0
43	CCOc1ccc(N(CC(=O)Nc2cc(C)ccc2C)S(=O)(=O)c2c(C)[nH]c(=O)[nH]c2=O)cc1	-3	-1	30	7	1.0
44	CCOC(=O)c1[nH]c(C)c(C(=O)N(C)C)c1C	8	-1	21	-1	-0.3
45	CCC/C(O)=C1\C(=O)CCCC1=NCCc1c(C)[nH]c2ccc(OC)cc12	9	-10	15	4	2.3
46	COCCNC(=O)C(=O)NNC(=O)c1ccccc1OC	4	-7	-6	11	-0.4
47	CCN(Cc1ccccc1)C(c1ccc(C(F)(F)F)cc1)c1nnnn1C(C)(C)C (stereo not given)	7	2	26	7	-0.5
48	CC[C@]12c3[nH]c4cc(CCC(=O)N(C)C)ccc4c3CCN1C(=O)[C@@H](CC(=O)NCCN1CCOCC1)C[C@@H]2C(=O)N1CCN(C(=O)c2ccco2)CC1	2	-5	0	-1	0.3
49	CCn1nc(C)c(CNC(=O)c2ccc(OC3CCN(Cc4ccccn4)CC3)cc2)c1C	2	.	-8	-7	5.9
50	Cn1cccc1/C=C1\SC(=S)N(CC(=O)O)C1=O	4	-4	30	10	0.8
51	COc1ccc(C)cc1S(=O)(=O)NNc1nc(C)cc(C)n1	2	-2	-2	14	0.1
52	CC[C@@H]1[C@H]2CCCC(=O)N3CC[C@@H](C[C@@H]1Nc1ccccc1)[C@@H]23	18	-20	15	1	0.1
53	COc1ccc(N(C(=O)C2CCCCC2)C2C=CS(=O)(=O)C2)c(OC)c1 (stereo not given)	1	-12	-1	7	0.5

cpd	TAAR1 antag	CHO-K1 Ca antag	M1 ag	M1 antag
41	-2	-3	-9	-5
42	-1	13	-7	12
43	-3	-14	-1	-13
44	8	-10	-2	2
45	-30	-23	-5	-1
46	10	4	-2	-13
47	5	-9	-4	-11
48	-3	-19	-6	-9
49	-28	17	-3	30
50	-14	-18	2	-8
51	-10	-2	-1	-17
52	12	-6	-4	-8
53	-15	-19	-3	-32
